SKKanGAS inh – S. pyogenes SKKanGAS growth inhibitors in kanamycin, primary screen, streptokinase expression inhibitor project, SKKanGAS strain, BacTiter-Glo luminescence. 6 h. inhibition, % at 7.5 µM. 300,000 tested, 1.3% active. AID 1662, 2009;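 active = mean replicate score, as percent of positive control median, at least 50; inconclusive = mean below 50 but one replicate at or above 50; inactive = mean and every replicate below 50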;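 also: strain carries kanamycin resistance gene driven by streptokinase promoter and grows in 40 µg/ml kanamycin; loss of luminescence reflects streptokinase promoter inhibition or plain growth inhibition; 0% = median of DMSO wells and 100% = positive control at its reference dose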
ANO1 activ – TMEM16A chloride channel activators or potentiators, primary screen, cell-based, HTS; B-score at 10 µM; 340,000 tested, 0.3% active; AID 623877, 2012; HEK293 TMEM16A/YFP-H148Q/I152L, iodide quench fluorescence; hits give low values;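 active = fluorescence-ratio B-score plate-corrected deviation score at least 3 library SD below zero, with starting fluorescence score within 5 deviations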;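 also: channel opened by trigger with iodide after compound preincubation; score built on the fluorescence ratio of max minus min over baseline; more negative score means more quench and so TMEM16A activation or potentiation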
MrgX1 ag – agonists of human MrgX1 receptor, primary screen, HEK293 cells, Fluo-4 calcium flux. Mas-related G-protein coupled receptor member X1 (Homo sapiens), Q96LB2. Fluo-4 calcium fluorescence, agonist mode; hits give high values. B-score at 10 µM. 310,000 tested, 0.44% active. AID 588627, 2011;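 active = calcium response B-score plate-corrected fluorescence ratio at least 3 library SD, with starting fluorescence B-score inside 5 SD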
Target sequence (Q96LB2 whole entry, looked up): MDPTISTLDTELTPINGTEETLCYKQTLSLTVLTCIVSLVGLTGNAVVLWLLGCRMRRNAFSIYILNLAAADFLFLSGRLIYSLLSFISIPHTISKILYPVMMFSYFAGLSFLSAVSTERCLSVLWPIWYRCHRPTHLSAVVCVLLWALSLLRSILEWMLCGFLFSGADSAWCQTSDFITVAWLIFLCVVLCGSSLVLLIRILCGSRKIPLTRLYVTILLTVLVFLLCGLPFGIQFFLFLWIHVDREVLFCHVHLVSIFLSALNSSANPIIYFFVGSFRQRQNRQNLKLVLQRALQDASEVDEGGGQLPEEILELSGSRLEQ
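Material: MrgX1-expressing HEK293 cells; input: 15,000 cells per well; doses: test compound given as first of three sequential additions; schedule: overnight plating before 1 h dye loading; technique: Fluo-4 NW calcium-flux fluorescence, kinetic read; evaluation: baseline-normalised fluorescence change ratio, B-scored; control set: plate-wise positive and negative controls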
HDAC3 inhib – HDAC3 deacetylase inhibitors, primary screen, biochemical, fluorescence, cell-free homogeneous | inhibition, % at 8.3 µM | Histone deacetylase 3 (Homo sapiens), O15379 | AID 2718, 2010 | 320,000 tested, 0.15% active | recombinant HDAC3, fluorogenic peptide/trypsin coupled; in the data active = inhibition above about 26%, passing the limit was not always enough; inconclusive = no clear call, values can overlap the other calls
Target sequence (O15379 whole entry, looked up): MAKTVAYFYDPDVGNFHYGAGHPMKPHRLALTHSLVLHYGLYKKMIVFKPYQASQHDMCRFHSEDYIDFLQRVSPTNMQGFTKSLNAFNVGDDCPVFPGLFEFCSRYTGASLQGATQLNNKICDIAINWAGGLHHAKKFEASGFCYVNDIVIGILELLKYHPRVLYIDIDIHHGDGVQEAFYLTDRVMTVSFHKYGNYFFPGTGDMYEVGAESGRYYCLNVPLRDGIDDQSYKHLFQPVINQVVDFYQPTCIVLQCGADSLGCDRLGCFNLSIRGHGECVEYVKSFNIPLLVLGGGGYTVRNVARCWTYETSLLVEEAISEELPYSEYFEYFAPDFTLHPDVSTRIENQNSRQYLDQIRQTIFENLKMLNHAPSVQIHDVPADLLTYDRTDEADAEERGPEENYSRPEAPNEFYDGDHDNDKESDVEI
ANO1 block – TMEM16A chloride channel inhibitors, primary screen, cell-based, HTS; normalized B-score (activity score, 25-100; higher = stronger inhibition) at 10 µM; HEK293 TMEM16A/YFP iodide influx fluorescence, ionomycin; AID 588511, 2011; Anoctamin-1 (Mus musculus), Q8BHY3; 310,000 tested, 1.2% active;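 active = ratio plate-corrected score three or more library SD toward inhibition, starting fluorescence score within five deviations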;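 also: score derived from kinetic fluorescence span divided by baseline fluorescence per well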
TRPC6 inh – mouse TRPC6 channel inhibitors, primary screen, cell-based, HEK293, membrane potential dye | ACh-evoked depolarization; hits give low values | B-score at 10 µM | Short transient receptor potential channel 6 (Mus musculus), Q61143 | 310,000 tested, 1.1% active;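 active = B-score under library mean minus 3 SD, initial fluorescence not abnormally high, positive integrated signal ratio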;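 also: B-score derived from integrated fluorescence ratio over the kinetic read; more negative B-score means stronger inhibition of depolarization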
RGS4 inh – RGS4 inhibitors, primary screen, cell-based, HEK293 M3R inducible RGS4, calcium flux | Regulator of G-protein signaling 4 (Homo sapiens), P49798 | Fluo-4 calcium flux; hits give high values; triggered by carbachol at its EC20 | B-score at 10 µM | 310,000 tested, 0.45% active | AID 463165, 2010;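 active = B-score, a plate-corrected calcium signal, over three deviations above library mean, with baseline fluorescence within five deviations of library mean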;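 also: RGS4 expression induced by doxycycline in cells with stable M3 receptor; B-score is computed from the integrated fluorescence ratio over baseline after carbachol; higher B-score means a larger calcium signal and so more RGS4 inhibition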
Target sequence (P49798 whole entry, looked up): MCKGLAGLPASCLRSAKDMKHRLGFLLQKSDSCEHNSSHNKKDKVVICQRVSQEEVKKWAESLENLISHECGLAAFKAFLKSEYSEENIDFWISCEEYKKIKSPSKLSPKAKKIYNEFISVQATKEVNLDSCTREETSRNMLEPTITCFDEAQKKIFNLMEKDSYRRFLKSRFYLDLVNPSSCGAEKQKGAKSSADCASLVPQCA
TRPC6 act – mouse TRPC6 channel activators, primary screen, cell-based, HEK293, membrane potential dye; HEK293-TRPC6 membrane potential dye fluorescence; hits give high values; Short transient receptor potential channel 6 (Mus musculus), Q61143; AID 2550, 2010; 310,000 tested, 0.13% active; B-score at 10 µM;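 active = B-score of the integrated fluorescence ratio above library mean plus 3 SD, and starting fluorescence ratio within library mean plus 5 SD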;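 also: higher score means more depolarization so channel activation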
MrgX1 antag – antagonists of human MrgX1 receptor, primary screen, HEK293 cells, Fluo-4 calcium flux | BAM8-22 antagonism; hits give low values | B-score at 10 µM | 310,000 tested, 1.3% active;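 active = calcium-response B-score plate-corrected more than 3 library SD below zero, starting fluorescence within 5 deviations, no agonist response on first addition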;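 also: peak minus trough fluorescence over baseline after final BAM8-22 challenge near maximal dose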
RGS4 pot – RGS4 potentiators or activators, primary screen, cell-based, HEK293 M3R inducible RGS4, calcium flux | 310,000 tested, 0.92% active | carbachol calcium flux Fluo4; hits give low values | B-score at 10 µM | AID 463111, 2010;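 active = B-score of the integrated calcium signal more than 4 SD below the library mean, with starting fluorescence not abnormally high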;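 also: negative B-score means reduced calcium response which marks RGS4 activation or potentiation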
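Assay system: Inducible-RGS4 HEK293 cells carrying M3 receptor | Schedule: Compound preincubation 20 min at room temperature before agonist | Signal: Kinetic calcium fluorescence imaging with Fluo4-AM dye, 2 µM | Read-out basis: B score from integrated fluorescence ratio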
MrgX1 PAM – positive allosteric modulators of MrgX1, primary screen, HEK293 cells, Fluo-4 calcium flux; 310,000 tested, 0.63% active; B-score at 10 µM; AID 588675, 2011; Mas-related G-protein coupled receptor member X1 (Homo sapiens), Q96LB2; FDSS; hits give high values;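 active = plate-corrected calcium response at least 3 library SD above typical, normal starting fluorescence, not activating the receptor alone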;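 also: compound read alongside a low EC10 to EC30 dose of BAM8-22 agonist; peak minus trough fluorescence over baseline measured at the second addition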
* marks the source's active call; other numbers are inactive results; i = inactive; ? = inconclusive; · = no result given.

Value order: SKKanGAS inh	ANO1 activ	MrgX1 ag	HDAC3 inhib	ANO1 block	TRPC6 inh	RGS4 inh	TRPC6 act	MrgX1 antag	RGS4 pot	MrgX1 PAM
- N/C(=N\O)c1ccccc1-n1cccc1
    -1	i	i	·	i	i	i	i	i	i	i
- COc1ccc(CN(CC2CCCO2)C(=O)c2cc3ccccc3oc2=O)cc1 (stereo unspecified)
    1	i	i	3	i	i	i	i	i	i	i
- CC(=O)c1cccc(NC(=O)C2CCCN(S(=O)(=O)c3ccc(F)cc3)C2)c1 (stereo unspecified)
    2	i	i	3	i	i	i	i	i	i	i
- COc1cccc(CNC(=O)c2ccccc2-c2ccccc2C(=O)O)c1
    -5	i	i	-1	i	i	i	i	i	i	i
- CCC(=O)N1c2ccccc2-c2nnc(SC)nc2OC1c1ccc(N(C)C)cc1 (stereo unspecified)
    3	i	i	2	i	i	i	i	i	i	i
- COc1ccc(C(=O)NCc2nnc(SCC(=O)NCc3ccco3)o2)cc1OC
    2	i	i	2	i	i	i	i	i	i	i
- COc1ccc(CN(Cc2cc3cc4c(cc3[nH]c2=O)OCO4)C(=O)NC2CCCCC2)cc1
    5	i	i	4	i	i	i	i	i	i	i
- CC(C)[C@H](NC(=O)c1ccco1)C(=O)N(C)Cc1c(F)cccc1Cl
    3	i	i	-1	i	i	i	i	i	i	i
- CCc1cc(C(=O)Nc2ccc(OC)nc2)sc1C
    24	-5.1*	i	·	i	i	i	i	i	i	i
- COc1ccc(NC(=O)Nc2nc3ccccc3s2)cc1
    -10	i	i	-3	i	i	i	i	i	i	i
- CN1CCc2c(sc3nc(SCC(=O)NCc4ccco4)n(-c4ccccc4)c(=O)c23)C1
    2	i	i	1	i	i	i	i	i	i	i
- COc1cc(/C=C/C(=O)O)cc(S(=O)(=O)Nc2cccc(SC)c2)c1OC
    3	i	i	?	i	i	i	i	-6.3*	i	i
- O=C(NCCCn1ccnc1)c1ccc(C(F)(F)F)cc1
    2	i	i	-2	i	i	i	i	i	i	i
- C#CCOCCOCCOCCNc1nc(N2CCN(C(=O)[C@H]([C@@H](C)CC)n3cc([C@@H](N)CO)nn3)CC2)nc(N2CCN(C(=O)[C@H](Cc3cc4ccccc4[nH]3)n3cc([C@@H](N)C(C)CC)nn3)CC2)n1 (stereo partly specified)
    -1	·	i	-3	i	i	i	i	i	i	i
- COC(=O)c1c(C)oc2ccc(NS(=O)(=O)c3cc(OC)ccc3OC)cc12
    -8	i	i	-2	i	i	i	i	i	i	i
- CCOc1cc2c(C#N)c(N3CCOCC3)nc(N)c2c(N)n1
    -4	i	i	-34	i	i	i	i	i	i	i
- CCCn1nnc(NC(=O)c2ccc(-c3cc(Cl)ccc3Cl)o2)n1
    8	i	i	5	i	i	i	i	i	i	i
- CN(C)c1nc(NCc2ccccc2)nc(SCC(=O)Nc2ccccc2)n1
    7	i	i	3	i	i	i	i	i	i	i
- COc1ccc(Br)c(C(=O)N2CCN(S(=O)(=O)c3cccs3)CC2)c1
    1	i	i	0	i	i	i	i	i	i	i
- Fc1ccc(NC(=S)Nc2cccnc2)c(Cl)c1
    -4	i	i	3	i	i	i	i	i	i	i
- CC(C)CNC(=O)C1CCN(c2ccc(S(=O)(=O)N3CCOCC3)cc2Cl)CC1
    4	i	i	4	i	i	i	i	i	i	i
- CC(OC(=O)c1ccc2ncsc2c1)C(=O)Nc1ncc(Cl)cc1Cl (stereo unspecified)
    6	i	i	-9	i	i	i	i	i	i	i
- Cc1cc2ccccc2nc1SCC(=O)N1c2ccccc2CC1C (stereo unspecified)
    2	i	i	0	i	i	i	i	i	i	i
- CCN(C(=O)COC(=O)/C=C/c1cccc(Br)c1)C1CCS(=O)(=O)C1 (stereo unspecified)
    -10	i	i	4	i	i	i	i	i	i	i
- CCN(CC)C(=O)N(CC)Cc1ccccc1
    -11	i	i	-6	i	i	i	i	i	i	i
- O=C(CN1C(=O)/C(=C/c2ccccc2F)Sc2ccccc21)NCc1cccnc1
    -8	i	i	-2	100*	i	i	i	i	i	i
- O=C1/C(=C/c2cccnc2)SC(=S)N1c1ccc(F)cc1
    -5	i	i	2	i	i	i	i	i	i	i
- Cc1ccc2c(c1)NCCO2
    9	i	i	-2	i	i	i	i	i	i	i
- CCCCCCN(C(=O)CCCCCN1C(=O)NC(c2cccc([N+](=O)[O-])c2)C(C(=O)OCc2ccccc2)=C1C)C(C(=O)NCCCC)c1ccc(OCC(=O)OC)c(C(=O)OC)c1 (stereo unspecified)
    28	·	i	4	i	i	i	i	i	i	i
- O=C(C1=C[C@H](c2ccc(Br)cc2)C[C@H](OCc2ccc(CO)cc2)O1)N1CCOCC1
    2	i	i	2	i	i	i	i	i	i	i
- Cc1nn2c(-c3ccc(Cl)cc3)nnc2s1
    5	i	i	-1	i	i	i	i	i	i	i
- O=C(NCC(=O)N(c1cccnc1)C(C(=O)NC1CCCC1)c1ccc(F)cc1)c1ccco1 (stereo unspecified)
    -6	·	i	1	i	i	i	i	i	i	i
- C=CCC(=O)NC1CCCc2c1cnn2-c1cc(F)cc(F)c1 (stereo unspecified)
    2	i	i	-1	i	i	i	i	i	i	i
- CC(=O)NC(Cc1ccc(F)cc1)C(=O)NC1CCN(C(=O)Nc2cccc(C)c2)CC1 (stereo unspecified)
    -1	i	i	-5	i	i	i	i	i	i	i
- Cc1ccccc1NC(=O)CN1C(=O)COc2ccc(S(=O)(=O)N3CCCC3)cc21
    -3	i	i	-4	i	i	i	i	i	i	i
- O=C(Nc1ccccc1N1CCOCC1)C1(c2ccc(Cl)cc2)CCC1
    -11	i	i	2	i	i	i	i	i	i	i
- COc1cc(OC)cc(C(=O)NC(C(=O)NCCN(C)C)C23CC4CC(CC(C4)C2)C3)c1 (stereo unspecified)
    0	i	i	2	i	i	i	i	i	i	i
- CN(C)c1nc(N(C)C)nc(N(C#N)CN2C(=O)c3ccccc3C2=O)n1
    -4	·	i	-7	i	i	i	i	i	i	i
- COc1ccc(C(=O)N2CCN(C)C(=O)[C@@H]2C)cc1OC1CCN(C(C)=O)CC1
    -1	i	i	0	i	i	i	i	i	i	i
- CCOc1ccc(C(=O)NCC(=O)NCCCSc2ccccc2)cc1OCC
    -4	i	i	-3	i	i	i	i	i	i	i
- COc1cccc(NC(=S)NN=C2CCCCCC2)c1
    52*	i	·	·	·	i	i	i	·	i	·
- CCOc1ccc(NS(=O)(=O)c2ccc(C(=O)N(CC)CC(=O)NCc3cccs3)cc2)cc1
    1	i	i	-1	i	i	i	i	i	i	i
- O=C(NNC(=O)C12CC3CC(CC(C3)C1)C2)c1ccco1
    0	i	i	0	i	i	i	i	i	i	i
- Cc1noc(C)c1CSc1ccccc1C(=O)N1CCN(c2ccccc2)CC1
    -3	i	i	-3	i	-6.9*	i	i	i	i	i
- CC(=O)c1ccc(S(=O)(=O)Nc2cccc(S(=O)(=O)NC3=NCCC3)c2)cc1
    0	i	i	1	i	i	i	i	i	i	i
- COc1ccc(CCNS(=O)(=O)c2cn(C)nc2C)cc1OC
    -1	i	i	-1	i	i	i	i	i	i	i
- CCN(CC)c1ccc(/C=C(\C#N)C(N)=S)cc1
    -10	i	i	-5	i	i	i	i	i	i	i
- Cc1cccc(NC(=O)c2n[nH]c([N+](=O)[O-])c2Br)c1C
    41	i	i	2	i	i	i	i	i	i	7.1*
- O=c1[nH]c2c(c(=O)[nH]1)CCC2
    -3	i	i	-4	i	i	i	i	i	i	i
- CN1C(=O)C2(OCCCO2)c2cc(Cl)ccc21
    -1	i	i	-13	i	i	i	i	i	i	i
- O=C(Cc1cc2ccccc2o1)NCc1ccc(F)cc1
    -1	i	i	-2	i	i	i	i	i	i	i
- O=C(CC1CC2CCC1C2)NCCc1ccc(Cl)cc1 (stereo unspecified)
    -5	i	i	5	i	i	i	i	i	i	i
- CC(=O)N1CCN(C(c2ccccc2)c2ccccc2)CC1
    -6	i	i	-7	i	i	i	i	i	i	i
- CC(C)(C)OC(=O)N1CCC(c2cc(=O)n3[nH]cc(C(=O)NC4CCCC4)c3n2)CC1
    1	i	i	-3	i	i	i	i	i	i	i
- COc1ccc(-c2noc(CN3CCCCC3c3nccn3C)n2)cc1 (stereo unspecified)
    -4	i	i	4	i	i	i	i	i	-7.6*	i
- CSCCC(C(=O)OCC(=O)c1ccc(C)c(C)c1)N1C(=O)c2cc(Cl)c(Cl)cc2C1=O (stereo unspecified)
    0	i	i	14	i	i	i	i	-5.2*	i	i
- COC(=O)c1ccc(Cn2nc(-c3cc(C)ccc3C)ccc2=O)cc1
    7	i	i	6	i	i	i	i	i	i	i
- COCCNC(=O)c1sc2ncn(CC(=O)Nc3ccc(C)c(Cl)c3)c(=O)c2c1C
    11	i	i	5	i	i	i	i	i	i	i
- CC(=O)N1CCN(c2ccccc2NC(=S)NC(=O)c2cc3ccccc3o2)CC1
    25	i	i	6	i	i	i	i	i	-7*	i

Compound activity: PubChem, several laboratories
